High-throughput results from PubChem.
RBBP9 inh: blocks human serine hydrolase RBBP9; O75884; recombinant RBBP9, FP-Rh probe fluorescence polarization; inhibition, % at 7.94 µM; 0.2% of 220,000 active;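 active = inhibition above the campaign mean of all tested compounds plus 3 SD, cut at about 14% in these data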;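 note: plate controls were DMSO wells with RBBP9 for no effect and wells lacking RBBP9 protein for full effect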
Target sequence (O75884 whole entry, looked up): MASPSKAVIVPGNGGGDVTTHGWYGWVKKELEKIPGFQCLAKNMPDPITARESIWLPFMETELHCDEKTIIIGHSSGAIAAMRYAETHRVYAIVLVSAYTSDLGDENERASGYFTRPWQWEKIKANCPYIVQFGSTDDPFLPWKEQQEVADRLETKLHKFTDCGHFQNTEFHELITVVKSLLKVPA
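System: RBBP9 protein / Buffer or medium: Tris/NaCl buffer pH 8.0 with 0.1% Pluronic / Probe or stimulus: Serine-hydrolase probe FP-Rh, 375 nM pre-mixing / Dosing: 7.94 µM single dose, 0.794% DMSO / Times: enzyme-compound preincubation 30 min, then probe labeling 45 min, 25 °C / Technique: fluorescence polarization (mP), excitation 525 nm, emission 598 nm / Replication: singlicate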
BaF3 parental: reduces parental Ba/F3 cell viability, JAK2V617F counter-screen; CellTiter-Glo ATP luminescence; inhibition, % at 5.6 µM; 1.1% of 220,000 active; AID 1486;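 active = inhibition above a per-campaign cutoff, the mean inhibition of all tested compounds plus 3 SD, cut at about 27% in these data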;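 note: 0% = DMSO wells and 100% = JAK Inhibitor I control wells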
S1P4 antag: antagonists of human S1P4 receptor; O95977; inhibition, % at 4.98 µM; S1P4-expressing cells, antagonist mode, reporter read-out; 0.26% of 220,000 active; in the data active = inhibition above about 29%;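 note: 0% = wells stimulated with agonist and 100% = vehicle wells without agonist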
Target sequence (O95977 whole entry, looked up): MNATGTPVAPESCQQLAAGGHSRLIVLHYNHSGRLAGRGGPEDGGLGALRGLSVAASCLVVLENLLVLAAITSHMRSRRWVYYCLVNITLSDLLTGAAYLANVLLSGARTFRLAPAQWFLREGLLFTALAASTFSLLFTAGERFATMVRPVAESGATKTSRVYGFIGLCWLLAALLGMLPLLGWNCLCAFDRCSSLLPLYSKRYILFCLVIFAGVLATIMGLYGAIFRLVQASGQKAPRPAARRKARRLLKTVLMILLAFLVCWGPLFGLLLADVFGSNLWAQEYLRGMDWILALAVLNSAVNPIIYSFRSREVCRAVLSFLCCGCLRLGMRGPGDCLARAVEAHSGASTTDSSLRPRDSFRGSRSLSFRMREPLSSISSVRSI
NPY1 pot ag: potentiates or activates human NPY-Y1 receptor. activation, % at 3.6 µM. P25929. 0.37% of 220,000 active. NPY-Y1 expressing cells, potentiator/agonist activation. AID 1304; in the data active = activation above about 33%, passing the limit was not always enough;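 note: cells stimulated with NPY at EC10 then isoproterenol at EC100; 0% = low agonist plus stimulus and 100% = saturating agonist plus stimulus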
Target sequence (P25929 whole entry, looked up): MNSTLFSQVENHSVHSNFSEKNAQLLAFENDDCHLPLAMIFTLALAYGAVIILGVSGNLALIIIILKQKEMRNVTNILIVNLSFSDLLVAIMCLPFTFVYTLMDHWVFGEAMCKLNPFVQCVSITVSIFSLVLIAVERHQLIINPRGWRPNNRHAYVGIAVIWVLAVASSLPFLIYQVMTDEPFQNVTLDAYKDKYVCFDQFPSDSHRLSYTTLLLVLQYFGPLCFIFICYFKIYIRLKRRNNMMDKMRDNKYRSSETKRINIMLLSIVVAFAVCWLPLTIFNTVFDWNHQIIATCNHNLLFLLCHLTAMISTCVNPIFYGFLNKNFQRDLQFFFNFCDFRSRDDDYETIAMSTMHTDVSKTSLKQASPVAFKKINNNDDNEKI
NPY-Y1 antag: blocks the human neuropeptide Y Y1 receptor; P25929; HEK293-CNG Y1 cells, membrane potential fluorescence; NPY at EC95, then isoproterenol; inhibition, % at 3.6 µM; 1% of 200,000 active;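 active = inhibition above the campaign mean inhibition of all tested compounds plus 3 SD, cut at about 20% in these data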;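 note: 0% = DMSO wells given NPY plus isoproterenol and 100% = isoproterenol alone without NPY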
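Material: HEK293 Y1/CNG channel cell line | Also added: NPY (25 nM), isoproterenol (1 µM), Ro 20-1724 (25 µM) | Compound: One concentration, 3.6 µM, in 0.4% DMSO | Schedule: 3 h dye uptake, 1 h room-temperature compound, 45 min post-isoproterenol | Signal: Membrane-potential fluorescent dye readout | Read-out: % inhibition of NPY effect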
Ba/F3 V617F tox: lowers viability of Ba/F3 cells expressing EpoR and JAK2V617F; ATP luminescence; inhibition, % at 5.6 µM; 1.1% of 220,000 active;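 active = inhibition above the campaign mean plus 3 SD over all tested compounds, cut at about 24% in these data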;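 note: cytokine-independent growth of Ba/F3 cells driven by EpoR plus mutant JAK2; 0% = DMSO-treated cells and 100% = JAK inhibitor I control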
Runt-CBFb FRET: Runt domain-CBFb interaction inhibition; 0.46% of 220,000 active; inhibition, % at 20 µM; Cerulean-Runt/Venus-CBFb FRET ratio 530/480, 1 h;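 active = inhibition over about 50% at 20 µM in the single-dose screen, limit read from the data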;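 note: 0% = DMSO wells and 100% = excess unlabeled CBFb competitor control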
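Schedule: protein complex preformed 1 h, compound exposure 1 h, room temperature, dark; test system: Cerulean-labeled Runt domain protein; amount: 100 nM per protein; buffer or medium: Tris 50 mM pH 7.5, KCl, K2SO4, 0.01% BSA; read-out: loss of energy transfer signal; detection: FRET fluorescence; controls: 5 µM unlabeled CBFb as full-inhibition high control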
NPY-Y2 PAM-ag: potentiates or activates human NPY-Y2 receptor; cells expressing NPY-Y2, potentiator/agonist read-out; activation, % at 3.6 µM; 0.45% of 220,000 active; in the data active = activation above about 27%;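 note: cells stimulated with NPY near EC25 plus isoproterenol at EC100; 0% = vehicle plus submaximal agonist and 100% = vehicle plus saturating agonist; some results beyond the cut were filed as inactive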
S1P4 ag: human S1P4 receptor agonism. AID 1509. S1P4-expressing cell line, agonist reporter assay. activation, % at 4.98 µM. 0.35% of 220,000 active; in the data active = activation above about 11%;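 note: 0% = DMSO vehicle and 100% = reference agonist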
An asterisk follows results filed as active; x = not tested or not shown. This is a random part of the collection; about 3.6% have a hit in one of these screens.

Compound	S1P4 ag	RBBP9 inh	Ba/F3 V617F tox	Runt-CBFb FRET	NPY-Y1 antag	NPY1 pot ag	BaF3 parental	NPY-Y2 PAM-ag	S1P4 antag
Cc1csc(-c2cnn(-c3ccccc3)c2NC(=O)c2ccc(C(F)(F)F)cc2)n1	0.5	-1	-2	1	16	-67	3	-39	4
Cc1c(C(=O)NC2CCCc3ccccc32)oc2ccccc12 (configuration not stated)	1.0	5	-2	1	15	-39	1	-25	-2
CCOC(=O)c1ccc(NC(=O)c2cc(S(=O)(=O)N3CCOCC3)ccc2O)cc1	3.5	-6	-1	2	5	-18	4	-26	-16
Cn1c(=O)[nH]c(NC2CCCCC2)c(N=O)c1=O	-0.1	4	0	0	1	5	5	6	-6
Cc1cc(C)nc(SCC(=O)NC2CCCC2)n1	0.7	-1	2	-2	-1	0	5	-5	3
COc1ccc(N(CC(=O)N2CCC(C)CC2)S(=O)(=O)c2c(C)nn(C)c2C)cc1	-3.6	-9	-2	3	4	3	7	-3	-17
C/C=C/Cn1c(N(C)Cc2ccccc2)nc2c1c(=O)[nH]c(=O)n2C	-0.6	-7	-5	0	2	-2	2	17	9
CC(C)(C)c1ccc(C(=O)N2CCN(CCNC(=O)C(=O)NCc3ccccc3)CC2)cc1	1.1	-8	1	-7	1	-9	10	12	-14
CCn1c(=O)cc(SCC(=O)NCc2ccc(C)o2)c2ccccc21	-3.4	-4	0	1	3	-11	2	2	17
COc1cc(/C=C2\SC(=S)N(N3CCOCC3)C2=O)ccc1O	-1.2	-4	-1	3	x	48*	0	-4	-5

Already shown: 3 of the compounds above.
Compound	S1P4 ag	RBBP9 inh	Ba/F3 V617F tox	Runt-CBFb FRET	NPY-Y1 antag	NPY1 pot ag	BaF3 parental	NPY-Y2 PAM-ag	S1P4 antag
CC(C)(C)c1ccc(C(=O)N2CCN(CCNC(=O)C(=O)NCc3ccccc3)CC2)cc1	1.1	-8	1	-7	1	-9	10	12	-14
CCn1c(=O)cc(SCC(=O)NCc2ccc(C)o2)c2ccccc21	-3.4	-4	0	1	3	-11	2	2	17
COc1cc(/C=C2\SC(=S)N(N3CCOCC3)C2=O)ccc1O	-1.2	-4	-1	3	x	48*	0	-4	-5

4 of the entries above in order of the S1P4 ag value, largest number first:
compound | S1P4 ag
Cc1cc(C)nc(SCC(=O)NC2CCCC2)n1 | 0.7
Cn1c(=O)[nH]c(NC2CCCCC2)c(N=O)c1=O | -0.1
COc1cc(/C=C2\SC(=S)N(N3CCOCC3)C2=O)ccc1O | -1.2
COc1ccc(N(CC(=O)N2CCC(C)CC2)S(=O)(=O)c2c(C)nn(C)c2C)cc1 | -3.6

(continued)
Compound	S1P4 ag	RBBP9 inh	Ba/F3 V617F tox	Runt-CBFb FRET	NPY-Y1 antag	NPY1 pot ag	BaF3 parental	NPY-Y2 PAM-ag	S1P4 antag
CCn1c(-c2cc(OC)c(OC)c(OC)c2)n[nH]c1=S	0.2	-2	-2	0	-1	5	5	1	1
O=C(Nc1ccc(N2CCOCC2)cc1)C1CCN(S(=O)(=O)Cc2ccccc2)CC1	-0.7	0	-4	-1	-1	-6	-1	-4	4
Cc1ccc(C2=NN(CC(=O)NCc3ccco3)C(=O)CC2)cc1	-0.4	1	-1	2	-4	-22	6	3	-13
CCOC(=O)N1CCN(C(=O)c2ccc(N(Cc3ccccc3)S(C)(=O)=O)cc2)CC1	1.3	-5	1	-1	3	-32	6	-1	-12
CCN1CCN(c2nc3sc4c(c3c(=O)n2-c2ccc(OC)cc2)CCCCC4)CC1	-0.3	-6	3	-4	0	-4	6	-14	-8
COC(=O)CNC(=O)CNC(=O)Nc1ccccc1	-1.4	-6	1	0	6	-21	3	12	1
N/C(=N\OC(=O)C1CCCCC1)c1cccnc1	-0.3	-3	-1	-1	-1	11	3	6	-1
COc1ccc2cc(CCC(C)=O)ccc2c1	0.1	-1	-6	3	3	-3	0	-14	2
CCOC(=O)c1c(NC(=O)COC)sc(C)c1C	-1.1	-7	-1	-5	6	-21	4	-9	-2
CC(=O)NS(=O)(=O)c1ccc(NS(=O)(=O)c2ccccc2[N+](=O)[O-])cc1	-1.5	-6	1	2	x	-2	-3	5	5

Single entries from the results shown:
For RBBP9 inh, COc1ccc2cc(CCC(C)=O)ccc2c1 shows -1
For BaF3 parental, Cc1ccc(C2=NN(CC(=O)NCc3ccco3)C(=O)CC2)cc1 shows 6
For Runt-CBFb FRET, CCOC(=O)N1CCN(C(=O)c2ccc(N(Cc3ccccc3)S(C)(=O)=O)cc2)CC1 shows -1

Next entries follow:
Compound	S1P4 ag	RBBP9 inh	Ba/F3 V617F tox	Runt-CBFb FRET	NPY-Y1 antag	NPY1 pot ag	BaF3 parental	NPY-Y2 PAM-ag	S1P4 antag
COc1cc(C)c(Br)cc1S(=O)(=O)N1CCCC1	1.1	-1	1	-1	-2	-10	3	-2	-24
C#CCN(C)Cc1ccccc1	-0.2	-6	2	-2	-2	17	7	16	14
CCCCNC(=O)N1CCN(C(=O)c2ccco2)CC1	1.2	0	2	4	-4	-11	4	-26	2
Nc1cc(=O)nc(SCC(=O)NC2CCCCC2)n1-c1ccccc1	-1.2	-2	3	0	-1	8	1	-7	-2
CCOc1cc(C(=S)N2CCCCC2)ccc1OS(=O)(=O)c1ccc(Br)cc1	-0.9	-3	1	4	4	-23	3	0	-5
CC(C)OC(=O)CC(=O)CSc1nc2c(cc1C#N)CCCCC2	1.2	0	-5	35	1	1	-1	6	-24
CCN1CCN(Cc2cc(=O)oc3ccc(Cl)cc23)CC1	3.0	-1	-5	1	-3	-2	-2	-3	-15
Cc1ccc(S(=O)(=O)NCCSc2nnnn2-c2cc(C)ccc2C)cc1	-3.6	-1	-1	0	-2	11	3	1	1
Cc1cc(C(=O)N/N=C/C=C/c2ccc([N+](=O)[O-])cc2)n[nH]1	2.4	9	-1	0	-1	-7	5	-2	3
CCOc1ccc(N(CC)S(=O)(=O)c2ccc3c(c2)oc(=O)n3C)cc1	-0.4	-2	5	-2	9	-36	6	-9	10
O=C(COc1ccc2ccccc2c1)Nc1ccc(Cc2ccncc2)cc1	-0.6	28*	0	-10	8	-15	6	-27	-6
O=C(O)c1cccc(N2C(=O)Nc3ccccc3N2O)c1	-0.8	-7	-1	0	-3	0	2	-10	-9
CCCOc1ccc(N2CC(C(=O)Nc3ccc(N4CCOCC4)cc3)CC2=O)cc1 (configuration not stated)	1.4	-8	2	-2	6	-3	1	1	-7
Cc1nc(N2CCN(c3ccccn3)CC2)c2c(C)c(C(=O)Nc3ccc(F)cc3F)sc2n1	0.3	-6	-1	x	12	-6	2	-4	12
CC12CCC(C(=O)N3CCOCC3)([C@H](Br)C1=O)C2(C)C (some centres not stated)	0.3	-6	-4	0	x	-7	0	-5	7
COC(=O)N/N=C/c1cc(C)n(-c2ccc(F)cc2)c1C	2.6	-3	-1	1	4	12	1	2	4
COc1ccc(CN(C)CC(=O)Nc2ccc(N3CCOCC3)cc2)cc1OC	1.1	-7	-2	1	2	-6	6	5	-10
CC1=C(C(=O)OC(C)C)C(c2cccc(F)c2)N2C(=O)C(C)SC2=N1 (configuration not stated)	0.2	-6	3	-1	3	-20	6	-5	-22
CCN=c1scc(-c2ccc3c(c2)NC(=O)CO3)n1N=C1CCCC1	2.2	-6	2	0	-11	11	5	15	-9
COc1ccc(Oc2ccc(S(=O)(=O)N3CCCCC3)cc2S(=O)(=O)N2CCCCC2)cc1	-0.1	-2	-2	0	x	-1	-1	-13	-1
O=C(Cc1nnc(NC(=O)c2ccccc2)s1)N/N=C/c1ccco1	0.9	0	-3	4	4	5	3	-2	-32
CCC(CO)Nc1ncnc2c1cnn2-c1ccc(OC)cc1 (configuration not stated)	-0.1	-11	-4	3	0	10	8	14	-7
Cc1cc(NC(=O)c2c(-c3ccccc3Cl)noc2C)no1	1.4	-8	-1	0	-1	-26	0	17	-9
Cc1nc(N2CCC(C)CC2)c2c(C)c(C(=O)Nc3cc(F)ccc3C)sc2n1	-1.3	4	2	-9	8	-28	2	-14	2
COc1ccc(OC)c(NC(=O)CSc2nnc(CNc3ccc(C)cc3C)o2)c1	0.5	-1	-2	-5	-3	20	7	3	-28
NC(=O)CSc1nccn1Cc1ccc2c(c1)OCO2	4.2	-3	-4	0	-1	8	4	3	-11
COc1ccc(C2CC(c3ccc4ccccc4c3OC(C)=O)=NN2C(=O)/C=C/c2ccccc2)cc1 (configuration not stated)	0.5	-7	2	-3	-5	5	7	9	-21
CN(C)NC(=O)c1ccsc1NC(=O)c1ccc(S(=O)(=O)N2CCCC2)cc1	-0.2	8	-1	1	x	17	3	4	-9
Cc1ccc(S(=O)(=O)N(C)C)cc1NC(=O)Nc1c(-c2ccccc2)noc1C	0.7	2	0	2	x	-2	-1	-5	-12
Cc1cc(-c2n[nH]c(=S)n2/N=C/c2ccc(C)s2)n[nH]1	0.1	-10	-2	12	4	-15	5	0	-17
COc1ccc(OC)c(/C=C2\SC(=S)N(N3CCOCC3)C2=O)c1	-1.0	-6	-4	-12	x	22	-1	3	0
CCN(CC(=O)Nc1ccc([N+](=O)[O-])cc1OC)c1ccccc1	0.5	-2	1	-3	8	6	2	-8	-1
CCCc1nc2c(sc3nc4c(cc32)COC(C)(C)C4)c(=O)n1Cc1ccco1	1.8	-10	1	24	13	-12	7	-5	-18
